TRHR PAM: allosteric enhancers of human TRH receptor | P34981 | TRHR cells, fluo-8 calcium fluorescence, EC20 TRH enhancement | enhancement, % at 2 µM | 360,000 compounds, 0.66% hits | AID 493056; in the data active means enhancement above about 30%; further: 0% is about no effect
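TRHR-expressing cells loaded with fluo-8 calcium dye were read kinetically (ex 480/em 530) during compound addition, then stimulated with an EC20 of TRH (10 nM final). Enhancement of the Gq-mediated intracellular calcium response was scored.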
D1 antag: human D1 dopamine receptor antagonism | HEK293 TREx D1 cells, calcium flux, dopamine EC80; hits give low values | activity change, negative = inhibition, % at 10 µM | 360,000 compounds, 3.2% hits | AID 504652; in the data active means activity change below about -30%; further: on the % scale 0 is the no-effect control and ±100 the full control effect
Target sequence (P21728 whole entry, looked up): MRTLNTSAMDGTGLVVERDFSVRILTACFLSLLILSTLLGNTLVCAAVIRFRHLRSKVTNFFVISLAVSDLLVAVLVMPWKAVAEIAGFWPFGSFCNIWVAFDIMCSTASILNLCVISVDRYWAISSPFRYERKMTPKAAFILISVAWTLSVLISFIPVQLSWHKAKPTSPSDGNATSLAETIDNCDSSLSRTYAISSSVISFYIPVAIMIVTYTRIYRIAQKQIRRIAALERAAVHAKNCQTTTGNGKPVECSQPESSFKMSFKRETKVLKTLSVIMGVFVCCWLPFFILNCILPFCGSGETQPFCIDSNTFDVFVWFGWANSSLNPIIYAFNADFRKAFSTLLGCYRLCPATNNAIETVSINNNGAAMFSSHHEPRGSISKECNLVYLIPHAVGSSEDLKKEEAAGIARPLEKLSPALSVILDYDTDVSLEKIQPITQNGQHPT
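Antagonism measured as reduced calcium response to an EC80 dopamine addition following 180 s compound pre-read; cells were inducible HEK293 Trex D1 plated overnight at 30 C, read kinetically at 1 cycle/sec.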
Anesthetic bind: binds horse apoferritin like a general anesthetic; 350,000 compounds, 0.074% hits; P02791; apoferritin/1-aminoanthracene competitive binding, fluorescence; AID 485281; Potency, µM (highest dose often 77.5 µM), without a hit: top-dose activity change, negative = displacement, usual class: inhibitors; further: potency means the concentration at half of the fitted maximal effect; on the % scale 0 is the no-effect control and ±100 the full control effect; nearly all actives have a fitted effect of over 20% in size
Target sequence (P02791 2-175 limits assumed): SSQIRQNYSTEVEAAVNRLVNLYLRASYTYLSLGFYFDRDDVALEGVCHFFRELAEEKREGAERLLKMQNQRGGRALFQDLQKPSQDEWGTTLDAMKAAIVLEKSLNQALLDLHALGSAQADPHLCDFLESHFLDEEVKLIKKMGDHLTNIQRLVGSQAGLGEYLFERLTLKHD
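In PBS, apoferritin at 10 uM is loaded with 1-AMA from a 50% saturated solution. After 10 min of compound exposure at ambient temperature, reduced 535 nm fluorescence indicates probe displacement.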
RXFP1 antagonist: antagonists of human relaxin receptor RXFP1; Q9HBX9; HEK293-RXFP1, relaxin-stimulated cAMP HTRF, 30 min; hits give low values; activity change, negative = inhibition, % at 57.5 µM; 350,000 compounds, 0.59% hits;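 active means activity change of -60% or lower, but not beyond a set lower limit; inconclusive means change between -60% and -40%, or beyond the set limit; inactive means change above -40%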; further: on the % scale 0 is the no-effect control and ±100 the full control effect
D1 PAM: human D1 dopamine receptor positive modulation | potentiation, % at 10 µM | HEK293 TREx D1 cells, calcium flux, dopamine EC20 potentiation | P21728 | 360,000 compounds, 0.036% hits; in the data active means potentiation above about 30%; further: 0% is about no effect
TRHR ag: TRH receptor (human) agonism; TRHR cells, calcium flux fluo-8, FDSS agonist mode; 360,000 compounds, 0.18% hits; activation, % at 2 µM; in the data active means activation above about 30%; further: 0% is about no effect
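Steps: seed TRHR cells overnight; add fluo-8 no-wash Ca dye, RT 30 min–1.5 h; record 10 s baseline; pin-transfer compounds; monitor fluorescence 1 cycle/s for the agonist window. Calcium increases flag candidate agonists.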
D2 PAM: positively modulates the human D2 dopamine receptor allosterically | potentiation, % at 10 µM | 340,000 compounds, 0.34% hits | HEK293 T-REx D2, calcium flux, EC20 dopamine potentiation | P14416 | AID 485347;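 active means potentiation over 3 SD above the plate norm, cut at about 30% in these data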; further: 0% is about no effect
Target sequence (P14416 whole entry, looked up): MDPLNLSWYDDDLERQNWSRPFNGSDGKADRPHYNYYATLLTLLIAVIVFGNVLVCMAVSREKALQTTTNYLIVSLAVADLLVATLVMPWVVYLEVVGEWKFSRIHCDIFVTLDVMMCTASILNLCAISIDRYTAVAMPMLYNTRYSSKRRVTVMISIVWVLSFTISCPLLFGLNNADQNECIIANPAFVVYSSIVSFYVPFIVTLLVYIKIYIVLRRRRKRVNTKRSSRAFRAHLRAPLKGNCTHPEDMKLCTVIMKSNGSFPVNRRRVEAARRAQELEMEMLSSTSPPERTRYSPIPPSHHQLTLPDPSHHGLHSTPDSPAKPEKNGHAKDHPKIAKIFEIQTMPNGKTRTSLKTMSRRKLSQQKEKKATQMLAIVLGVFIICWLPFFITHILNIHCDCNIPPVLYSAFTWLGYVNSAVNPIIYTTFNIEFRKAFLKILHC
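Potentiation of an EC20 dopamine calcium response measured kinetically over 180 s, after a preceding 180 s compound-only read flagging agonists. Cells: inducible Hek293 Trex D2 line, 4000/well, cultured overnight at 30 C before dye loading.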
D1 ag: human D1 receptor agonism | P21728 | HEK293 T-REx D1 cells, calcium flux, agonist mode | activation, % at 2 µM | 360,000 compounds, 1% hits | AID 504660; in the data active means activation above about 30%; further: 0% is about no effect
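Agonism was scored from calcium flux recorded over 180 s (1 read/s) after pintool compound addition, following a 10-cycle baseline. Cells were inducible force-coupled HEK293 TREx D1, plated overnight at 30 C and loaded with no-wash calcium dye.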
RXFP1 agonist: agonists of human relaxin receptor RXFP1. Q9HBX9. HEK293T-RXFP1 cAMP TR-FRET, 30 min; response scale: percent of porcine relaxin response, buffer zero. Potency, µM (titrated, usually from 57.5 µM), inactives show at the top dose activation, actives largely listed as activators. 370,000 compounds, 0.3% hits; further: potency means the concentration at half of the fitted maximal effect; on the % scale 0 is the no-effect control and ±100 the full control effect; nearly all actives have a fitted effect of over 60% in size; many of its hits are not listed in these tables
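HEK293 cells stably expressing RXFP1, treated 30 min at 37C with compounds plus PDE4 inhibitor Ro 20174; cAMP measured by HTRF TR-FRET. Normalized to buffer and 29 nM porcine relaxin; EC50 by Hill fit.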
* = called active by the depositor; ? = inconclusive; · = no result given; & = joins results of further samples. Unless noted, the call rests on the fitted dose curve; in most records, active means well fitted curve in the direction sought with a large enough effect; inconclusive means small, poorly fitted or top-dose-only effect, or another doubt; inactive means no such curve, though single readings can be large; an effect the other way counts as inactive or inconclusive.

Short keys: A = TRHR PAM; B = D1 antag; C = Anesthetic bind; D = RXFP1 antagonist; E = D1 PAM; F = TRHR ag; G = D2 PAM; H = D1 ag; I = RXFP1 agonist
1) CN(C)S(=O)(=O)c1ccc(Cl)c(NC(=O)COC(=O)CN2C(=O)NC(C)(C)C2=O)c1
  A = -1	B = -8	C = 2%	D = 3	E = 0	F = 0.1	G = -3	H = 6	I = 1.0%
2) CC(C)(C)NC(=O)CN(Cc1cccs1)C(=O)CNS(=O)(=O)c1ccc(F)cc1
  A = -4	B = 4	C = 1%	D = -2	E = 0	F = -0.1	G = 14	H = 3	I = 0.6%
3) Cc1ccc(NS(=O)(=O)c2ccc3c(c2)NC(=O)CC(=O)N3)cc1C
  A = 2	B = 1	C = 5%	D = 8	E = -6	F = 0.0	G = -9	H = 1	I = 0.5%
4) NC(=O)c1ncc(C(F)(F)F)cc1Oc1cccnc1
  A = -2	B = -17	C = 3%	D = -16	E = -4	F = -0.8	G = 2	H = 4	I = 2.8%
5) Cn1nnnc1Sc1ncnc2scc(-c3ccc(Cl)cc3)c12
  A = 0&-5	B = -15&7	C = ·	D = ·	E = -1&-2	F = -2.3&-0.5	G = 7	H = 3&0	I = 3.2%
6) O=C(O)c1n[nH]c2c1CCCCC2
  A = -7	B = -21	C = -10%	D = 10	E = -2	F = 1.1	G = 3	H = 1	I = 1.8%
7) CCOc1cccc(CNCc2ccncc2)c1
  A = 11	B = 14	C = -4%	D = 6	E = 3	F = 0.1	G = 11	H = 9	I = -0.9%
8) O=C(OCc1ccc(COC(=O)c2ccc(O)cc2)cc1)c1ccc(O)cc1
  A = 11	B = -21	C = -8%	D = 0	E = -9	F = 0.7	G = 4	H = 15	I = -3.3%
9) CCN1CCN(S(=O)(=O)c2cccs2)CC1
  A = 10	B = 7	C = -5%	D = 6	E = 2	F = 2.3	G = 1	H = 2	I = -0.7%
10) CC(=O)N1CCCc2cc(S(=O)(=O)N3CCCC(C(=O)Nc4cc(Cl)ccc4C)C3)ccc21 (centres undefined)
  A = -2	B = 2	C = 3%	D = -17	E = -4	F = -0.4	G = -6	H = 3	I = -2.2%
11) COc1ccc(COc2ccsc2C(=O)Nc2ccc(Cl)cc2)cc1
  A = -4	B = -3	C = -3%	D = 26	E = 1	F = 2.2	G = 16	H = 11	I = 4.2%
12) CC(C)(C)c1ccc(OCC(=O)N2CCN(c3ccccn3)CC2)cc1
  A = 4	B = 14	C = ·	D = -5	E = -1	F = -1.4	G = -5	H = -1	I = -0.2%
13) CC(=O)c1ccc(N2C(=O)[C@@H]3C(C(=O)CCN4C(=O)c5ccccc5C4=O)=NN[C@@H]3C2=O)cc1
  A = 3	B = 7	C = -16%	D = 5	E = -5	F = 0.1	G = 9	H = 3	I = 6.6%
14) Cc1nn(C)c(C)c1/C=C1/SC(=S)NC1=O
  A = 6	B = 9	C = -19%	D = -1	E = 2	F = 0.3	G = 0	H = 2	I = 0.5%
15) Cc1ccc(/C=C2/Sc3ccccc3N(CC(=O)NCC3CCCO3)C2=O)cc1 (centres undefined)
  A = -7	B = -29	C = -7%	D = -32	E = -9	F = -0.8	G = 6	H = 1	I = 0.9%
16) N=c1c(C(=O)NC2CCCC2)cc2c(=O)n3ccccc3nc2n1Cc1ccccc1
  A = 2	B = 2	C = 3%	D = -8	E = 0	F = 0.2	G = ·	H = -2	I = 5.7%
17) CCOP(=O)(OCC)C(NC(=O)Nc1ccccc1)c1ccccc1 (centres undefined)
  A = -2	B = -7	C = -5%	D = 0	E = 6	F = 0.2	G = -1	H = 1	I = -0.9%
18) Cc1cccc(CCNC(=O)Cn2ncc3c(=O)oc4ccccc4c32)c1
  A = -2	B = -8	C = -10%	D = ·	E = 1	F = -0.5	G = -4	H = 4	I = 4.2%
19) Cc1cccc2cc(CN(Cc3ccc4c(c3)OCO4)Cc3nnnn3C3CCCC3)c(=O)[nH]c12
  A = -4	B = 17	C = -13%	D = -2	E = -8	F = -0.4	G = 1	H = 0	I = 2.0%
20) COc1ccc(-c2nc(SCC(=O)Nc3c(F)cccc3F)n[nH]2)cc1
  A = 0	B = 0	C = ·	D = -7	E = -6	F = -0.6	G = 8	H = -1	I = 0.6%
21) COc1ccc(N2CCN(S(=O)(=O)CCNC(=O)CCCc3ccccc3)CC2)cc1
  A = 8	B = 17	C = ·	D = -16	E = -5	F = -0.3	G = 1	H = 10	I = 0.7%
22) CCNC(=O)Cc1ccc(Br)cc1
  A = -1	B = 4	C = -8%	D = -2	E = 4	F = -0.1	G = 9	H = 2	I = 0.1%
23) COc1ccc(NC(=O)CSc2nnc(N)n2CC(=O)Nc2ccc(OC)cc2)cc1
  A = 3	B = 2	C = -3%	D = -9	E = -6	F = 3.6	G = 18	H = 3	I = 0.4%
24) Cc1ccccc1C(=O)N(Cc1cccs1)C1CCS(=O)(=O)C1 (centres undefined)
  A = -1	B = 13	C = -3%	D = 6	E = 0	F = -0.1	G = 23	H = -3	I = -3.5%
25) Cc1cccc(CS(=O)(=O)Cc2ccc(C(=O)NCCCN3CCCC3)o2)c1
  A = 1	B = 10	C = ?	D = -2	E = 14	F = 0.4	G = 23	H = 2	I = 0.6%
26) N#Cc1c(NC(=O)CCn2cnc3ccccc3c2=O)oc(-c2ccccc2)c1-c1ccccc1
  A = -6	B = 8	C = 2%	D = -6	E = -3	F = -1.6	G = ·	H = 1	I = -1.7%
27) CCN(CC)CCCN1C(=O)c2oc3ccccc3c(=O)c2C1c1cccnc1 (centres undefined)
  A = -9	B = -28	C = 1%	D = 0	E = -2	F = 0.4	G = 10	H = 0	I = 2.7%
28) CC(C)(C)CC(=O)N[C@@H](Cc1ccccc1)c1nc2ccccc2[nH]1
  A = 1	B = -3	C = -1%	D = 25	E = -6	F = -0.6	G = 10	H = 11	I = -0.1%
29) O=C(CN1CCc2ccccc2C1)Nc1ccc(F)cc1F
  A = 10	B = -18	C = -14%	D = ·	E = -5	F = -0.7	G = 2	H = 0	I = -2.5%
30) Cc1cc(N2CCCc3ccccc32)n2ncnc2n1
  A = 3	B = -9	C = -7%	D = -1	E = -2	F = -0.1	G = -6	H = -2	I = -0.2%

Reformatted: 11 of the compounds above
Results follow in this order: TRHR PAM, D1 antag, Anesthetic bind, RXFP1 antagonist, D1 PAM, TRHR ag, D2 PAM, D1 ag, RXFP1 agonist
[20] COc1ccc(-c2nc(SCC(=O)Nc3c(F)cccc3F)n[nH]2)cc1
    0, 0, ·, -7, -6, -0.6, 8, -1, 0.6%
[21] COc1ccc(N2CCN(S(=O)(=O)CCNC(=O)CCCc3ccccc3)CC2)cc1
    8, 17, ·, -16, -5, -0.3, 1, 10, 0.7%
[22] CCNC(=O)Cc1ccc(Br)cc1
    -1, 4, -8%, -2, 4, -0.1, 9, 2, 0.1%
[23] COc1ccc(NC(=O)CSc2nnc(N)n2CC(=O)Nc2ccc(OC)cc2)cc1
    3, 2, -3%, -9, -6, 3.6, 18, 3, 0.4%
[24] Cc1ccccc1C(=O)N(Cc1cccs1)C1CCS(=O)(=O)C1 (centres undefined)
    -1, 13, -3%, 6, 0, -0.1, 23, -3, -3.5%
[25] Cc1cccc(CS(=O)(=O)Cc2ccc(C(=O)NCCCN3CCCC3)o2)c1
    1, 10, ?, -2, 14, 0.4, 23, 2, 0.6%
[26] N#Cc1c(NC(=O)CCn2cnc3ccccc3c2=O)oc(-c2ccccc2)c1-c1ccccc1
    -6, 8, 2%, -6, -3, -1.6, ·, 1, -1.7%
[27] CCN(CC)CCCN1C(=O)c2oc3ccccc3c(=O)c2C1c1cccnc1 (centres undefined)
    -9, -28, 1%, 0, -2, 0.4, 10, 0, 2.7%
[28] CC(C)(C)CC(=O)N[C@@H](Cc1ccccc1)c1nc2ccccc2[nH]1
    1, -3, -1%, 25, -6, -0.6, 10, 11, -0.1%
[29] O=C(CN1CCc2ccccc2C1)Nc1ccc(F)cc1F
    10, -18, -14%, ·, -5, -0.7, 2, 0, -2.5%
[30] Cc1cc(N2CCCc3ccccc32)n2ncnc2n1
    3, -9, -7%, -1, -2, -0.1, -6, -2, -0.2%

Additional compounds
entry	molecule	TRHR PAM	D1 antag	Anesthetic bind	RXFP1 antagonist	D1 PAM	TRHR ag	D2 PAM	D1 ag	RXFP1 agonist
31	CCN(CC)CCCNC(=O)c1cc2nc(-c3ccccc3)cc(C(F)(F)F)n2n1	4	34	-9%	-4	-3	-0.2	7	4	0.2%
32	CCc1ccc(NC(=S)NC2CC3CCCC(C2)N3Cc2cccs2)cc1 (centres undefined)	5	-81*	-21%	-18	-11	2.9	-25	4	-4.6%
33	COc1ccc(NC(=O)[C@@H]2CCCN2C(=O)c2cccs2)cc1S(=O)(=O)N1CCCCC1	-5	-3	·	1	-3	-0.9	-3	2	-1.6%
34	COc1cccc(CNC(=O)CCS(=O)(=O)c2ccccc2Cl)c1	9	-25	·	6	-7	0.1	-8	-1	0.0%
35	Cc1cccc(-n2nc(C(=O)c3ccco3)cc(-c3nc4ccccc4[nH]3)c2=N)c1	-20	-7	-5%	-2	-6	0.2	1	11	1.1%
36	COc1ccc(/C(O)=C2/C(=O)C(=O)N(c3ncccn3)C2c2ccc(OC)cc2)cc1 (centres undefined)	0	8	6%	4	-6	0.2	10	5	10%
37	COc1ccc(N2CCN(C(CNC(=O)C(=O)NCc3ccc4c(c3)OCO4)c3ccco3)CC2)cc1 (centres undefined)	-5	-16	?	8	3	0.1	-1	1	0.9%
38	O=C(CN1C(=O)CC(c2ccccc2)Sc2ccccc21)NCC1CCCO1 (centres undefined)	4	31	-5%	-1	-3	0.0	-3	0	-0.5%
39	N#CC1=C2SCN(c3ccc(F)cc3)CN2C(=O)CC1c1cccc(F)c1 (centres undefined)	4	-3	-8%	-6	1	0.2	-3	1	-1.3%
40	CCC(=O)Nc1ccc2nc(SCC(=O)N3CCOCC3)sc2c1	4	3	-5%	-2	-3	0.3	7	1	4.6%
41	CCCNC(=O)C(Cc1ccccc1)NC(=O)c1ccccn1 (centres undefined)	1	-12	·	·	1	-0.3	16	-1	-2.4%
42	Cc1ccccc1C(=O)Nc1ccc(C(=O)N/N=C/c2ccc(F)cc2)cc1	5	-22	-9%	-9	-3	0.3	0	6	2.3%
43	CCOC(=O)c1cnn(C(=O)c2ccccc2)c1N	5	-9	-10%	8	5	0.4	16	2	-1.0%

The list is partial. The share of hits here may be higher or lower than overall.
